GCN5L2 inh: blocks human GCN5L2 histone acetyltransferase; GCN5L2 HAT assay, ThioGlo1 CoA-SH fluorescence; AID 504327; Potency, µM (titrated, usually from 58.9 µM), inactives show at the highest dose activity change, negative = inhibition, actives largely listed as inhibitors; actives 0.21% (n = 390,000)
Target sequence (Q92830 whole entry, looked up): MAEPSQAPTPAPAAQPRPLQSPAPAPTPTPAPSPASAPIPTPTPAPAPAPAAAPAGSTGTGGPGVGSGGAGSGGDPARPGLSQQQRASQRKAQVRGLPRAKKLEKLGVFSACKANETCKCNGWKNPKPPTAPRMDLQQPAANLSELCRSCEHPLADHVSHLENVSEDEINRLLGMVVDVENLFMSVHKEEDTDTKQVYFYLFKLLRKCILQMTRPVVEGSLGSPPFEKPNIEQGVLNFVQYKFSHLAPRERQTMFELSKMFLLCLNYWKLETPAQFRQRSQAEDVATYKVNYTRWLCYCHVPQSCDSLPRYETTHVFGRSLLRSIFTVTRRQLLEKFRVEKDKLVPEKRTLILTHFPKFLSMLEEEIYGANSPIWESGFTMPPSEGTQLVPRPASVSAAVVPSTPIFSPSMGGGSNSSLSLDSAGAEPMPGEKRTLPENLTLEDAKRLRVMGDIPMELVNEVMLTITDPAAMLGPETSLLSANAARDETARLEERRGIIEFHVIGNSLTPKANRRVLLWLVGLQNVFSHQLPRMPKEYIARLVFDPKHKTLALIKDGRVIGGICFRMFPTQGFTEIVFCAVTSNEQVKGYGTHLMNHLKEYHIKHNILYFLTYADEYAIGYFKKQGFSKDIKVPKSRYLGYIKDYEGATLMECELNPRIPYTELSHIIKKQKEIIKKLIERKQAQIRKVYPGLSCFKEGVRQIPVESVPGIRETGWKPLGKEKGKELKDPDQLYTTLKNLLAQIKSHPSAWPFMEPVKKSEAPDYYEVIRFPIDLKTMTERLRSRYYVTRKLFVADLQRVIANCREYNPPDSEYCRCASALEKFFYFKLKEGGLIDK
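GCN5L2 (20 nM) in 50mM HEPES pH 7.5, 0.1mM EDTA, 0.01% Tween-20 preincubated 15 min with compounds at room temperature. Reaction started with H3(1-25) 75uM, acetyl-CoA 70uM, ThioGlo1 50uM; CoA-thiol fluorescence (Ex340/Em540) read at 0 and 20 min.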
DT40 TDP1 no CPT: qHTS for Inhibitors of human tyrosyl-DNA phosphodiesterase 1 (TDP1): qHTS in cells in absence of CPT; DT40 Tdp1-/- hTDP1 cells, no CPT, ATP luminescence, 48 h; Potency, µM (series often up to 46.2 µM), without a hit: top-dose activity change, negative = growth inhibition, most hits filed as inhibitors; actives 15% (n = 420,000); note: nearly all actives have a fitted effect of over 55% in size
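Camptothecin absent (DMSO only). Human TDP1-complemented DT40 knockout cells, 400 cells/well, 37 °C for minimum 48 hr; ATP measured via CellTiter-Glo, 30 min dark incubation, luminescence.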
TDP1 cell CPT: growth inhibition of DT40 Tdp1-/-;hTDP1 cells with camptothecin (screen for TDP1 inhibitors); chicken DT40 Tdp1-/-;hTDP1 cells + 20 nM CPT, ATP luminescence, 48 h; Potency, µM (doses to about 46.2 µM), for the others: top-dose activity change, negative = growth inhibition, usual class: inhibitors; actives 12% (n = 420,000); note: nearly all actives have a fitted effect of over 55% in size
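Cell growth measured by CellTiter-Glo luminescence after a minimum 48 h, 37 C compound exposure with 20 nM CPT in Tdp1-knockout DT40 cells stably expressing hTDP1, seeded 400/well; qHTS titration format.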
* marks the source's active call; other numbers are inactive results; ? = inconclusive; · = not tested or not shown; & = joins results of further samples; ! = a repeat was not active. Calls come from the whole dose curve; as a rule, active = well fitted curve in the direction sought with a large enough effect; inconclusive = small, poorly fitted or top-dose-only effect, or another doubt; inactive = no such curve, though single readings can be large; an effect the other way counts as inactive or inconclusive. % is set by controls: 0 for no effect and ±100 for the full control effect; potency is the fitted concentration of half-maximal effect. Compounds as they come. Share with any hit: about 18%.

SMILES | GCN5L2 inh | DT40 TDP1 no CPT | TDP1 cell CPT
CCCC(C)c1nnc(NC(=O)c2cc(C(=O)OC)cc([N+](=O)[O-])c2)s1 (stereo not given) | -22% | ? | -25%
CN1CCN(NC(=S)NC2CCCC2)CC1 | 2% | 1% | 5%
Cc1ccc(CCNC(=O)CN(c2ccc(C)cc2)S(=O)(=O)c2c(C)noc2C)cc1 | -5%&1% | 16µM* | ?
Cc1ccc(CN2C(=O)C(Cc3ccccc3)Nc3ncnc(N4CCOCC4)c32)cc1 (stereo not given) | · | ? | ?
Cc1cc(C)cc(NC(=O)C(=O)NCCc2sc(-c3cccc(F)c3)nc2C)c1 | -5% | -3% | 3%
Cn1nc(C(=O)N2CCN(c3ccccc3F)CC2)c2c1-c1ccccc1S(=O)(=O)C2 | -5%&-3% | ? | 15µM*!
Cc1ccc(-c2nc(-c3cc4cccc(OCc5cccc(C)c5)c4oc3=O)no2)cc1 | -8% | 9.2µM* | ?
CCCCN(C(=O)c1ccc2c(c1)S(=O)(=O)N=C1CCCCCN12)c1c(N)n(CCCC)c(=O)[nH]c1=O | -27% | -14% | 6%
O=C(NC(=S)NC1CCCCC1)c1ccccc1[N+](=O)[O-] | ? | -21% | -2%
CCOc1cc(N2CCOCC2)c(OCC)cc1NC(=O)c1ccc2ccccc2n1 | 1% | ? | ?
COP(=O)(OC)C(Nc1cc(Cl)cc(Cl)c1)c1cccc(O)c1 (stereo not given) | -5% | 18% | ?
CN(C)c1ccc(NC(=O)c2ccc(N3CCOCC3)nc2)cc1 | ? | ? | ?
C/C(N)=C(/C#N)C(=O)COC(=O)c1oc2ccccc2c1COC(C)C | ? | ? | ?
CC(C)NC(=O)N(C)C[C@H]1Oc2ncc(Br)cc2C(=O)N([C@H](C)CO)C[C@@H]1C | · | -10% | -3%
COc1ccc(Cn2c(C)nc3oc4cc(OC)ccc4c(=O)c3c2=O)cc1 | -7% | ? | 14%
CN(Cc1ccccc1)C(=O)c1nc[nH]c1C(=O)N1CCN(c2ccccc2)CC1 | -1% | 1% | -8%
C=CCNC(=O)C(C)N1c2cccc3cccc(c23)S1(=O)=O (stereo not given) | -19% | -14% | -6%
COc1ccc(C(=O)CNc2ccc3ccccc3c2)cc1 | -4% | ? | -8%
COc1ccc(N2C(=O)CC(N3CCOCC3)C2=O)cc1 (stereo not given) | -4% | ? | 5%
CC(C)(C)[C@@H]1CCC(=O)N(CC[C@H](Sc2ccccc2)c2ccccc2)CC1 | -5% | 21µM* | 16µM*
C/C(=N\NS(=O)(=O)c1ccccc1)c1ccccc1 | -5% | 0% | 0%
Cc1ccc2nc(-c3ccccc3)c(Cc3ccccn3)n2c1 | · | ? | ?
COc1cc(C=Nc2ccccc2C(=O)Nc2ccccc2)cc(OC)c1OC | -5% | -13% | 5%
CCc1cccc(NC(=O)c2cccc(S(=O)(=O)N3CCN(C)CC3)c2)c1 | -5% | -24% | -20%
COc1cc(C(CC(=O)O)n2cnnn2)ccc1OC(C)C (stereo not given) | -6% | 2% | 0%

More results:
SMILES | GCN5L2 inh | DT40 TDP1 no CPT | TDP1 cell CPT
O=C(CSCCO)Nc1ccc(C23CC4CC(CC(C4)C2)C3)cc1 | 0% | ? | -11%
COc1ccc2c(c1)-c1nc(NC(=O)c3ccccc3F)sc1CC2 | -17% | ? | ?
CC(=O)c1sc(NC(=O)CN2C(=O)NC3(CCCC3)C2=O)nc1-c1ccccc1 | 0% | -11% | 1%
Cc1ccc(S(=O)(=O)NCCSc2nnnn2-c2ccccc2)cc1 | -7%&-5% | ? | ?
CCc1nnc(SCC(=O)Nc2ccc3c(c2)OCO3)o1 | -2% | -28% | -28%
S=c1[nH]nc(-c2ccccc2)c2ccccc12 | 0% | ? | -18%
Cc1ccc(C(C(=O)Nc2ccc3c(c2)OCO3)N(C)C(=O)/C=C\c2ccc3c(c2)OCO3)cc1 (stereo not given) | -9% | ? | ?
O=C(CSc1nc(-c2ccccc2)c2ccccc2n1)Nc1ccc(F)cc1 | 1% | -2% | -23%
CN(C(=S)NC(=O)Cc1ccccc1)c1ccccc1 | -4% | ? | ?
C=CCOc1ccc(C(=O)/C=C2/C(=O)Nc3ccccc32)cc1 | -3% | 13µM* | 16µM*
Cc1cc(=O)n(CC(=O)N2CCN(c3ccccc3F)CC2)c2c1c(C)nn2C | -1% | 8.2µM* | 16µM*
OC[C@H]1O[C@@H](c2nc(-c3nc(-c4ccc(F)cc4)no3)cs2)[C@H](O)[C@@H](O)[C@H]1O | · | -1% | -1%
CN(C)c1ncc2nc(-c3ccccc3)c(=O)n(CCc3ccccc3)c2n1 | -7% | 2% | -6%
CC1CCN(CC(=O)Nc2ccccc2Sc2ccccc2)CC1 | -7% | ? | ?
O=C(CSC(=S)N1CCCC1)N1CCN(S(=O)(=O)c2cccc([N+](=O)[O-])c2)CC1 | -2% | -1% | 7%
O=C(CN1CCN(CCO)CC1)Nc1ccccc1 | -4% | 2% | 3%
CCOc1cccc(=O)c2c(C)n(Cc3ccccc3)c(C)c12 | -7% | 15% | -13%
CCOC(=O)c1c(NC(C)=O)sc2c1CCN(Cc1ccccc1)C2 | 4% | ? | ?
COc1cc2c(cc1OC)[C@@H](NC(=O)CCc1ccccc1)[C@H](O)C2 | -4% | -3% | ?
Cc1ccnc(Nc2nc(-c3ccc(O)cc3)cs2)c1 | -14% | -27% | 1%
NC(Cc1ccc(C(F)(F)F)cc1)c1csc(NC(=O)Nc2ccccc2)n1 (stereo not given) | · | ? | 13µM*
Cc1cc(NC(=O)c2cc(-c3ccc(Cl)cc3)on2)n(-c2ccccc2)n1 | 0% | -19% | -19%
CCc1cccc(C)c1NC(=O)CCn1nc(C)c2c(C)n(-c3ccccc3)nc2c1=O | -24% | -25% | -21%
N#Cc1ccc(C2=CC(=O)C[C@H](c3ccc(F)cc3)C2)cc1 | -2% | -64% | ?
c1ccc(COc2cccc(-c3cc4nc(NCc5ccc6c(c5)OCO6)ccn4n3)c2)cc1 | · | ? | ?

An excerpt of these results, as a markdown table:
| mol | GCN5L2 inh | DT40 TDP1 no CPT | TDP1 cell CPT |
| --- | --- | --- | --- |
| C=CCOc1ccc(C(=O)/C=C2/C(=O)Nc3ccccc32)cc1 | -3% | 13µM* | 16µM* |
| Cc1cc(=O)n(CC(=O)N2CCN(c3ccccc3F)CC2)c2c1c(C)nn2C | -1% | 8.2µM* | 16µM* |
| OC[C@H]1O[C@@H](c2nc(-c3nc(-c4ccc(F)cc4)no3)cs2)[C@H](O)[C@@H](O)[C@H]1O | · | -1% | -1% |
| CN(C)c1ncc2nc(-c3ccccc3)c(=O)n(CCc3ccccc3)c2n1 | -7% | 2% | -6% |
| CC1CCN(CC(=O)Nc2ccccc2Sc2ccccc2)CC1 | -7% | ? | ? |
| O=C(CSC(=S)N1CCCC1)N1CCN(S(=O)(=O)c2cccc([N+](=O)[O-])c2)CC1 | -2% | -1% | 7% |
| O=C(CN1CCN(CCO)CC1)Nc1ccccc1 | -4% | 2% | 3% |
| CCOc1cccc(=O)c2c(C)n(Cc3ccccc3)c(C)c12 | -7% | 15% | -13% |
| CCOC(=O)c1c(NC(C)=O)sc2c1CCN(Cc1ccccc1)C2 | 4% | ? | ? |
| COc1cc2c(cc1OC)[C@@H](NC(=O)CCc1ccccc1)[C@H](O)C2 | -4% | -3% | ? |
| Cc1ccnc(Nc2nc(-c3ccc(O)cc3)cs2)c1 | -14% | -27% | 1% |
| NC(Cc1ccc(C(F)(F)F)cc1)c1csc(NC(=O)Nc2ccccc2)n1 (stereo not given) | · | ? | 13µM* |
| Cc1cc(NC(=O)c2cc(-c3ccc(Cl)cc3)on2)n(-c2ccccc2)n1 | 0% | -19% | -19% |
| CCc1cccc(C)c1NC(=O)CCn1nc(C)c2c(C)n(-c3ccccc3)nc2c1=O | -24% | -25% | -21% |
| N#Cc1ccc(C2=CC(=O)C[C@H](c3ccc(F)cc3)C2)cc1 | -2% | -64% | ? |

One compound at a time (already shown). Order of screens: GCN5L2 inh | DT40 TDP1 no CPT | TDP1 cell CPT
`NC(Cc1ccc(C(F)(F)F)cc1)c1csc(NC(=O)Nc2ccccc2)n1` (stereo not given) across the screens: · | ? | 13µM*
`C=CCOc1ccc(C(=O)/C=C2/C(=O)Nc3ccccc32)cc1` across the screens: -3% | 13µM* | 16µM*

The list continues.
SMILES | GCN5L2 inh | DT40 TDP1 no CPT | TDP1 cell CPT
Cc1ccc(-c2nnc(-c3ccc(Br)cc3)o2)o1 | 0% | -11% | -16%
CC(C)[C@H](NC(=O)N1CC(=O)Nc2ccccc21)C(=O)Nc1nccs1 | -4% | 24% | -3%
CCCC(=O)c1cc2c(cc1NC(=O)CC)OCCO2 | -4% | -1% | -4%
CN1CCN(c2ccc(NC(=O)c3ccc(C#N)cc3F)cc2Cl)CC1 | -13% | ? | -18%
Nc1nc(=O)n(C2CCCO2)cc1Br (stereo not given) | · | -16% | -19%
COc1ccccc1CNC(=O)CN1C(=O)CSc2c1c(C)nn2-c1ccccc1 | -6% | ? | ?
O=S(=O)(c1ccc(F)cc1)N1CCN(CCOc2ccccc2)CC1 | -3% | -12% | -1%
COc1ccc(C(C)NCCC(c2ccc(OC(C)C)cc2)c2ccccc2OC)cc1 (stereo not given) | -11% | 5.8µM* | 5.8µM*
CC(C)CCNC(=O)c1onc(CSc2ccccc2)c1C(=O)NCCC(C)C | · | ? | 23µM*
CCOc1ccccc1CNC(=O)CCc1cn(C)c2ccccc12 | -5%&1% | ? | ?
COCCOC(=O)C1=C(C)NC(=O)NC1c1cn(-c2ccccc2)nc1-c1ccccc1 (stereo not given) | 0% | 1% | 0%
Cc1c(NC(=O)/C(=C/c2cccs2)c2cccs2)c(=O)n(-c2ccccc2)n1C | -6% | ? | ?
O=C(CSC1=NC(=O)C(Cc2ccccc2)C(=O)N1)Nc1ncc(Br)cc1Br (stereo not given) | -3% | -9% | 2%
Cc1nn(C)c(C)c1CCNC(=O)Nc1ccccc1C(F)(F)F | 3% | -28% | -21%
CCSc1nnc2c(n1)OC1(CCCC1)Nc1ccccc1-2 | 0% | ? | -6%
Cc1noc(C)c1S(=O)(=O)NCCc1ccc(S(N)(=O)=O)cc1 | -2% | -9% | 2%
COc1ccc(NC(=O)CN(C)S(=O)(=O)c2ccc3c(c2)NC(=O)CS3)cc1 | ? | -6% | -14%
CN(C)C(CNC(=O)c1cc(S(=O)(=O)N(C)c2ccc(F)cc2)ccc1Cl)c1ccco1 (stereo not given) | -1% | 7.3µM* | 9.2µM*
CCOC(=O)c1cnc(-n2nc(C)cc2C)nc1N(C)C | -9% | ? | ?
COc1cc(C(=O)NC23CC4CC(CC(C4)C2)C3)cc(OC)c1OC | 0% | ? | -19%
O=[N+]([O-])c1cc(S(=O)(=O)Nc2ccc(Cl)cc2)ccc1N/N=C/c1ccncc1 | -17% | 5.8µM* | ?
O=S(=O)(N/N=C/c1ccccc1OCc1ccc(Cl)cc1)c1ccccc1 | -5% | ? | ?
Cc1ccc(S(=O)(=O)N2CCN(C(=O)c3ccco3)CC2)cc1C | 19% | -5% | -27%
CCc1ccccc1NC(=O)CCC(=O)OCC(=O)c1ccc(-c2ccccc2)cc1 | -1% | -10% | ?
COc1ccccc1N1CCN(C(c2cc3ccc(C)cc3[nH]c2=O)c2nnnn2C2CCCC2)CC1 (stereo not given) | -12% | ? | ?

The list continues.
SMILES | GCN5L2 inh | DT40 TDP1 no CPT | TDP1 cell CPT
O=C(O)CC(Cc1ccccc1)C(=O)Nc1ccc([N+](=O)[O-])cc1 (stereo not given) | -1% | -13% | 2%
O=C1CC(Sc2ncccn2)C(=O)N1c1ccccc1C(F)(F)F (stereo not given) | -3% | ? | ?
NC(Cc1ccc(O)c([N+](=O)[O-])c1)C(=O)O (stereo not given) | -4% | -20% | -4%
Cc1nc2sc(C(c3ccc(Br)cc3)N3CC(C)OC(C)C3)c(O)n2n1 (stereo not given) | -16% | ? | -14%
CC(C(=O)NCc1ccco1)n1ccc2cc(S(=O)(=O)N3CCCC3)ccc21 (stereo not given) | -7% | -8% | -22%
CCCCc1nc2cc(C(=O)N3CCCCC3CC(=O)OCC)ccc2o1 (stereo not given) | 2% | ? | ?
O=C(NNC(=O)c1ccccc1Cl)c1ccc2c(=O)n3c(nc2c1)CCC3 | 4% | 7% | -24%
COc1ccc(Cl)cc1NC(=O)CSc1nc(C)cc(C)n1 | -2% | ? | ?
Cc1ccc(NC2=CC(=O)CC(C)(C)C2)cc1C | -15% | -2% | -6%
NS(=O)(=O)c1ccc(CNC(=S)NC2CCCC2)cc1 | -1% | -21% | 16%
CCSc1nnc(NC(=O)CSc2nnc(-c3c[nH]c4ccccc34)n2CC)s1 | -11% | -6% | -14%

Screening data (PubChem)
